# NCOA1 inh = inhibitors of human steroid receptor coactivator 1 (SRC1); HEK293 GAL4-SRC1 luciferase reporter, luminescence; inhibition, % at 3.6 µM; 0.12% of 360,000 active; AID 588354;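 active = inhibition above the campaign mean plus 3 SD, with each screening campaign given its own cutoff, cut at about 60% in these data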;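 note: 0% = DMSO treated cells and 100% = gossypol at 36 µM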
# NR5A2 inv ag = NR5A2 inverse agonism in reporter assay. O00482. HEK293T StAR-luciferase reporter, LRH-1 transfected, 24 h. inhibition, % at 3.6 µM. 0.13% of 360,000 active. AID 602396;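 active = inhibition above the mean inhibition of all tested compounds plus 3 SD, cut at about 73% in these data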;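 note: 0% = DMSO wells and 100% = reporter-only cells lacking LRH-1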
# TROY signal inh = TROY signaling inhibition. Q293 LMP1-TROYcd NF-kB luciferase reporter, 4 h. AID 1347056. inhibition, % at 10 µM. 0.98% of 360,000 active;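 active = compounds whose plate-normalised and pattern-corrected inhibition of the luciferase reporter signal at the single screening dose is 50% or more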
# Exocytosis inh = blocks lytic granule exocytosis; inhibition, % at 10 µM; TALL-104 LAMP-1 surface exposure, flow cytometry; cells stimulated with thapsigargin and PMA; 0.66% of 360,000 active;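 active = inhibition above about 55%, limit read from the data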
# NOD2 RIPK2 PPI = inhibitors of human NOD2-RIPK2 interaction. O43353. CHO BLA complementation NOD2-RIPK2, CCF4 ratio. inhibition, % at 4.98 µM. 0.38% of 360,000 active. AID 624267; in the data active = inhibition above about 21%;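 note: 0% = vehicle only and 100% = reference blocker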
# Target sequence (O43353 whole entry, looked up): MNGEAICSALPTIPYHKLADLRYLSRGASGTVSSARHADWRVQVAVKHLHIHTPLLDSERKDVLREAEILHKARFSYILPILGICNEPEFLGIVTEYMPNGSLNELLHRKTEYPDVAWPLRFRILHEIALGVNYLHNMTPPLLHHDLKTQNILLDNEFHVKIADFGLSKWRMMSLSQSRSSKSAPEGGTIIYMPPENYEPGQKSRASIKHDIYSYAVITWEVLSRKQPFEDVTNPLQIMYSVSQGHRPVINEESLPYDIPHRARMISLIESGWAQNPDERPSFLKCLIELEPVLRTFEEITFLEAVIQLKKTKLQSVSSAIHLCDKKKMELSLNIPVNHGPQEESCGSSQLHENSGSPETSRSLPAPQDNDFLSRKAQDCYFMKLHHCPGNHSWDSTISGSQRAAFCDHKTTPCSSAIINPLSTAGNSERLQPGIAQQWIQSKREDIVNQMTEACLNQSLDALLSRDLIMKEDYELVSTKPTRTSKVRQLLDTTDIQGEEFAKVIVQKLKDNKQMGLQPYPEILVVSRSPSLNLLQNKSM
# NR2F2 inh = NR2F2 (human) inhibition, primary screen. HEK293T NGFI-A luciferase reporter, luminescence. inhibition, % at 8.6 µM. 0.7% of 370,000 active. AID 686940;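 active = inhibition above a per-plate cutoff, mean inhibition of test wells between control levels plus 3 SD, cut at about 38% in these data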;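 note: cells cotransfected with COUP-TFII expression vector driving the NGFI-A reporter; 0% = median of COUP-TF2 test wells and 100% = reporter-only cells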
# Target sequence (P24468 whole entry, looked up): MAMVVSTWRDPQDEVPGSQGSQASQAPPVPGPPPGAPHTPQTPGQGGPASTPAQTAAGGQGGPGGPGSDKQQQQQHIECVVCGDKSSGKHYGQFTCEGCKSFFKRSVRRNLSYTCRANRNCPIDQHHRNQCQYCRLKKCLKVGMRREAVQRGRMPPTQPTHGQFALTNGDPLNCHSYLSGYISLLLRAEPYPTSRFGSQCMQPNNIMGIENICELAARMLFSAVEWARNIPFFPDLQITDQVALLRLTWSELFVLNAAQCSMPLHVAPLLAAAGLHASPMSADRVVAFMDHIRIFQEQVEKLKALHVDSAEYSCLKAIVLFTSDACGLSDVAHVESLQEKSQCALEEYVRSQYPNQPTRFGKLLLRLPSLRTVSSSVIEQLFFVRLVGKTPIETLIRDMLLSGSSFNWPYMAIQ
# ABHD5 PLIN5 PPI = inhibitors of human ABHD5-perilipin-5 interaction. Q00G26+Q8WTS1. Split G. princeps luciferase complementation, luminescence, 4 h. inhibition, % at 4 µM. 0.78% of 360,000 active. AID 602281;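 active = inhibition above the mean inhibition across every tested compound plus 3 SD, cut at about 22% in these data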;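 note: 0% = DMSO only wells and the 100% control is not disclosed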
# TWEAK Fn14 block = TWEAK-Fn14 signaling inhibition; TWEAK-stimulated Fn14 reporter cells, luciferase luminescence, 8 h; inhibition, % at 10 µM; 2% of 360,000 active; AID 1159606; in the data active = inhibition above about 50%
# NCOA2 inhibitor = inhibits human steroid receptor coactivator 2; Q15596; inhibition, % at 9 µM; 0.17% of 370,000 active; HEK293 GAL4-SRC2 luciferase reporter, luminescence; AID 651957;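 active = inhibition above the mean inhibition of all tested compounds plus 3 SD, set per campaign, cut at about 52% in these data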;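 note: 0% = DMSO treated cells and 100% = cells given Gossypol at 36 µM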
# NCOA3 inh = human NCOA3 inhibition; Q9Y6Q9; HEK293 GAL4-SRC3 luciferase reporter, luminescence; inhibition, % at 3.6 µM; 0.17% of 360,000 active; AID 588352;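 active = inhibition above a per-campaign cutoff, the mean of all compounds plus 3 SD, cut at about 60% in these data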;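 note: 0% = DMSO-treated cells and 100% = gossypol-treated cells at 36 µM; higher means less SRC3-driven luciferase light from the GAL4 reporter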
# TLR9-MyD88 block = inhibitors of human TLR9-MyD88 binding; inhibition, % at 4.98 µM; CHO BLA complementation TLR9-MyD88, CCF4 FRET ratio; 0.21% of 340,000 active; AID 504734;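 active = inhibition above the mean over all tested compounds plus 3 SD, cut at about 21% in these data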;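 note: 0% = DMSO only wells and 100% = clavulanate BLA inhibitor control wells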
# Active calls of the source: *; / = no result given. An excerpt (hit frequency here may not be typical).
SMILES,NCOA1 inh,NR5A2 inv ag,TROY signal inh,Exocytosis inh,NOD2 RIPK2 PPI,NR2F2 inh,ABHD5 PLIN5 PPI,TWEAK Fn14 block,NCOA2 inhibitor,NCOA3 inh,TLR9-MyD88 block
Cc1ccc(CN2CCN(/N=C\C=C\c3ccccc3)CC2)cc1,-22,11,18,3,-15,29,-13,4,17,14,1
COc1ccc(C2CC(c3cccs3)=NN2c2ccccc2)cc1 (stereo not given),-6,-20,-30,-10,3,-6,-9,-18,-8,-12,-8
COc1ccc(S(=O)(=O)NC2CC2)cc1Cl,-5,9,8,1,-5,11,-2,4,-7,10,-4
Cc1cc(Cl)ccc1C(O)c1ncc(-c2ccc(Cl)cc2)[nH]1 (stereo not given),3,13,11,-4,-3,6,-11,9,25,-4,/
NC(=O)c1cc2ccccc2oc1=NCc1ccccc1,-18,10,-17,4,-4,-1,17,-1,-20,2,-3
Cc1cnc(C(=O)OCC(=O)N(Cc2ccccc2)C(C)(C)C)cn1,-1,-19,-19,21,4,-12,6,-11,7,-4,3
COCCNC(=O)c1ccc2ccccc2n1,-6,14,-30,-4,-9,-3,3,-12,-14,1,-3
O=C(CSc1ncn[nH]1)c1cc2ccccc2o1,-16,-16,-35,-2,0,3,-5,-11,-23,3,9
Cc1cn2c(=O)c(C(=O)N3CCN(c4ccccc4)CC3)cnc2s1,-10,4,-6,-5,-6,-2,1,-4,-11,-6,0
O=C(O)COc1ccc(NC(=O)c2ccc3c(c2)C(=O)N(C2CCCCC2)C3=O)cc1,-10,-15,-5,1,1,11,-5,11,15,-1,-3
COc1cc([N+](=O)[O-])cc(/C=N/NC(=O)c2cc(C)nc3ccccc23)c1O,-5,-6,6,-2,5,31,3,-26,15,15,4
O=C(Nc1ccc2nc(-c3ccco3)[nH]c2c1)c1ccco1,-47,-88,5,-2,-5,-34,4,6,-99,-57,-3
Cc1c(NC(=S)Nc2ccccc2)c(=O)n(-c2ccccc2)n1C,-1,-11,4,-6,-13,4,-2,-10,-19,8,3
COc1ccccc1CC(=O)O/N=C(\N)c1cccc([N+](=O)[O-])c1,-18,-16,-14,-1,-12,-5,-5,-31,-18,-2,0
CC(=O)/C=N/Nc1ccccc1,-2,-9,-1,-1,-1,9,-1,17,12,16,-7
O=C(CC1C[C@H](C(=O)N2CCCCC2)[C@@]2(CCc3ccccc3)c3[nH]c4ccccc4c3CCN2C1=O)NCc1cccc(C(F)(F)F)c1 (stereo not given in full),-64,0,18,-2,-5,-2,-5,49,-5,-7,-10
COc1ccc2[nH]c3c(c2c1)CCN1C(=O)C(CC(=O)NCCCN(C)C)C[C@H](C(=O)N2CCCCC2)[C@@]31CCc1ccccc1 (stereo not given in full),8,2,3,-2,-8,-8,-1,3,13,16,1
O=S(=O)(NC1CCCC1)c1ccc(S(=O)(=O)N(Cc2cccs2)CC2CCCO2)cc1 (stereo not given),-10,-5,-13,-2,-7,10,7,4,-3,5,0
COc1cc(C(CCN2CCCC2)c2c(OC)cc(OC)c3ccc(=O)oc23)cc(OC)c1OC (stereo not given),-19,8,-1,-12,-6,-8,2,-1,0,-14,-4
COc1ccc(C(=O)OCCc2cc3ccccc3c(=O)o2)cc1,-5,11,-12,-41,7,-2,-6,-46,-26,-7,10
Cc1cc(NC(=O)CCC(=O)N(c2ccccc2F)C(C(=O)NC2CCCC2)c2ccccc2)no1 (stereo not given),-3,12,8,9,-11,-1,3,44,15,1,1
Cc1c(Cl)cccc1NC(=S)NCc1ccccc1Cl,-8,2,-11,2,-6,37,-3,-31,9,14,-1
C=CCOc1ccc(/C=C/C(=O)OCC(=O)NNC(=O)c2ccccc2F)cc1,5,-28,1,-2,-5,-2,-6,-7,32,2,-4
O=C(Nc1cccc(S(=O)(=O)C(F)(F)F)c1)[C@H]1C[C@H](O)[C@@H](CO)O1,-1,3,-12,-4,-8,-10,-1,20,3,-12,/
CCOC(=O)C1=C(O)/C(=C\c2ccc(O)c(OCC)c2)N=C1C,-31,7,-10,20,-7,1,1,-14,4,0,-4
Cc1cc(NC(=O)c2ccccc2)n(-c2ccccc2)n1,-12,-6,-3,0,-14,10,-5,-9,-42,11,8
Cc1ccc(C2N=C(N)Nc3nc4ccccc4n32)cc1 (stereo not given),5,3,-14,1,0,-20,4,13,-6,-6,9
O=C(NCc1ccc(F)cc1)C1CCN(S(=O)(=O)c2ccc(Br)s2)CC1,5,-3,15,28,0,1,-8,47,-3,-9,2
CCOC(=O)CNC(=O)CSc1nc2cccnc2n1C1CCCCC1,8,-22,-6,-3,-9,12,1,-4,-42,2,-3
Cc1ccc(C(=O)OCC(=O)Nc2ccccc2Cl)c(O)c1,-25,4,-39,0,-4,-3,1,-19,-22,-3,8
COc1ccc(CCn2c(N)cc(=O)[nH]c2=S)cc1OC,8,8,-4,-1,-6,-1,0,-48,22,10,-4
Cc1cc(C)c(OCC(=O)OCC(=O)NCc2cccs2)c(C)c1,8,-14,2,-2,-5,1,-14,11,0,-13,-10
CCOc1ccc(S(=O)(=O)n2ccc(C)n2)cc1,5,-2,-3,-9,-1,9,1,12,-24,5,3
CCCn1c(COc2ccccc2OC)nc2ccccc21,0,-21,-28,-19,-12,-3,2,-21,-13,-12,4
COc1cccc(C(=O)Oc2ccc3ccc(=O)oc3c2)c1,8,12,-13,-1,-9,-5,0,-13,-11,4,-24
Nc1ccc2c(c1Cl)C(=O)c1ccc(N)c(Cl)c1C2=O,-48,-55,-23,3,13,-33,-7,-47,-52,-82,-2
Cc1ccc(S(=O)(=O)N[C@@H](C)C(=O)N2CCC(C(=O)N[C@@H](Cc3ccccc3)C(=O)O)CC2)cc1,3,-15,-24,-1,-9,7,6,6,10,-1,-1
COc1ccccc1N(C)S(=O)(=O)c1ccc(C(=O)Nc2ccc3nc(C)sc3c2)cc1,14,-8,50*,4,-6,33,-3,50,3,8,6
O=C(COc1ccccc1Br)NC1CCCC1,-12,-35,-42,-2,1,-10,-7,-1,-14,5,-4
O=C(NCCS(=O)(=O)N1CCN(c2cccc(Cl)c2)CC1)c1cc(=O)c2ccccc2o1,21,10,10,5,0,10,0,-8,6,8,-7
CCCOc1ccc(C2C(C(=O)OC)=C(C)N=C3SCCC(=O)N32)cc1OCC (stereo not given),-3,0,/,-2,2,17,1,17,9,-15,3
Cc1ccccc1NC(=O)C1CC(=O)N(Cc2ccccc2)C1 (stereo not given),-1,6,2,-2,-11,1,-7,0,11,13,-9
O=C(c1ccc(CS(=O)c2ccccc2Cl)o1)N1CCOCC1 (stereo not given),-3,16,-16,-1,-3,-10,1,3,-13,-18,4
Cc1ccccc1/C=N\NC(=O)c1csnn1,-104,-85,-11,-16,-5,-29,0,-19,-99,-49,9
CCN(CC)C(=O)c1cc(-c2ccc(Br)cc2)on1,-84,-150,-55,-1,-3,-38,-1,-2,-64,-73,-4
Cc1ccc(NC(=O)CCc2nc3ccccc3s2)c(O)c1,-3,17,-20,0,-11,3,0,-8,-34,8,-2
Cc1ccc(C(=O)N/N=C/c2cn(Cc3ccccc3)c3ccccc23)cn1,-1,24,-15,-2,-11,8,-3,20,10,4,1
C[C@H]1CN([C@@H](C)CO)C(=O)c2cccc(NC(=O)C3CC3)c2O[C@H]1CN(C)Cc1ccncc1,1,-10,9,-4,-11,6,-6,0,-6,-10,-7
Cc1ccc(-n2c(C)cc(-c3csc(N)n3)c2C)cc1,-5,-3,-7,6,-5,-5,1,-4,-4,1,4
Cc1ccc(OCc2nnc(SC3CCc4ccccc4C3=O)n2C)cc1 (stereo not given),7,31,-10,4,-7,3,-1,22,-5,-4,-5
N#Cc1cc(-c2ccccc2)oc1NC(=O)c1ccco1,-26,-20,-25,0,-1,-16,-4,4,-38,-15,3
CN(C)c1ccc(CN(CC2CCCO2)C(=O)c2cccs2)cc1 (stereo not given),5,4,15,-14,-2,11,-6,-7,-5,-16,-9
Cc1c(C(=O)Nc2ccccc2)sc2nc(-c3ccccc3)cn12,-52,-81,-33,12,1,-20,3,17,-68,-45,1
COC(=O)c1sccc1S(=O)(=O)Nc1ccc(Cl)cc1,2,-3,12,-2,0,-6,2,5,1,16,2
Cc1ccc(C)c(N(CC(=O)NN=C2CCN(C)CC2)S(=O)(=O)c2ccccc2)c1,-4,1,-5,-1,-12,-1,-3,-6,-13,-2,-1
C[C@H](CO)N1C[C@H](C)[C@@H](CN(C)Cc2ccccc2)Oc2c(NS(=O)(=O)c3cn(C)cn3)cccc2C1=O,-2,2,0,19,-24,2,3,-3,2,23,0
Cc1ccc(S(=O)(=O)NC[C@H]2O[C@@H](n3ccc(N)nc3=O)[C@H](O)[C@@H]2O)s1,-16,13,-2,-3,-19,-10,1,4,-5,-3,7
Cc1ccc2c(c1)OC(c1ccc3c(c1)OCCO3)CC2=O (stereo not given),-73,-43,34,12,-6,-24,2,17,-31,-68,-2
COc1ccc(S(=O)(=O)NC(C)C(=O)NCc2cccnc2)cc1Cl (stereo not given),-2,-7,-18,-3,-1,0,0,18,-14,1,-2
Cc1cc2cc(CN(Cc3ccc4c(c3)OCO4)C(=O)c3ccco3)c(=O)[nH]c2cc1C,-14,13,/,5,-1,/,2,14,/,-1,7
# The list goes on:
SMILES,NCOA1 inh,NR5A2 inv ag,TROY signal inh,Exocytosis inh,NOD2 RIPK2 PPI,NR2F2 inh,ABHD5 PLIN5 PPI,TWEAK Fn14 block,NCOA2 inhibitor,NCOA3 inh,TLR9-MyD88 block
CC(=O)Nc1ccccc1C(=O)C(=O)NCCc1ccccc1,-13,-13,-4,0,-3,-2,-3,-5,12,-4,7
Cc1ccc(-c2csc(NC(=O)c3ccc(S(=O)(=O)N4CCc5ccccc54)cc3)n2)cc1,-2,3,12,0,0,12,-4,15,-5,-2,7
CCCSc1nc2cc(C)c(C)cc2n1CC(O)CO (stereo not given),-28,-5,-18,-2,2,-13,1,-22,-7,-13,4
Cc1ccc(Sc2nc(-c3ccccc3)ccc2C#N)cc1,7,-14,-12,25,1,-5,-2,16,-5,9,-9
C[N+]1(CCCCCCC(=O)/C=N/O)CCCCCC1,-21,-2,-9,0,3,18,1,-9,23,3,6
O=C(Cc1cnn(-c2ccccc2)c1)c1ccc(O)c(O)c1O,-99,-92,-61,-1,5,-20,-30,-14,-50,-97,-4
Cc1c(NC(=O)COC(=O)Cc2ccc(Cl)cc2)c(=O)n(-c2ccccc2)n1C,6,-5,7,1,-2,6,4,-3,-17,-2,-8

# Already shown: four of the compounds above.
SMILES,NCOA1 inh,NR5A2 inv ag,TROY signal inh,Exocytosis inh,NOD2 RIPK2 PPI,NR2F2 inh,ABHD5 PLIN5 PPI,TWEAK Fn14 block,NCOA2 inhibitor,NCOA3 inh,TLR9-MyD88 block
Cc1ccc(Sc2nc(-c3ccccc3)ccc2C#N)cc1,7,-14,-12,25,1,-5,-2,16,-5,9,-9
C[N+]1(CCCCCCC(=O)/C=N/O)CCCCCC1,-21,-2,-9,0,3,18,1,-9,23,3,6
O=C(Cc1cnn(-c2ccccc2)c1)c1ccc(O)c(O)c1O,-99,-92,-61,-1,5,-20,-30,-14,-50,-97,-4
Cc1c(NC(=O)COC(=O)Cc2ccc(Cl)cc2)c(=O)n(-c2ccccc2)n1C,6,-5,7,1,-2,6,4,-3,-17,-2,-8

# Source: PubChem BioAssay
